Screening results from PubChem.
VIM-2 inhibitor = VIM-2 metallo-beta-lactamase inhibitors, primary screen, biochemical, epi-absorbance readout, Pseudomonas aeruginosa enzyme | purified VIM-2, nitrocefin hydrolysis, epi-absorbance fluorescence | inhibition, % at 5.6 µM | 290,000 tested, 0.89% active;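 active means inhibition above the mean of all tested compounds plus 3 SD, cutoff set per screening run, cut at about 7.5% in these data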;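 further: red hydrolysis product quenches plate fluorescence so inhibitors raise well fluorescence; 0% = enzyme with DMSO and 100% = DMSO without enzyme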
IMP-1 inh = IMP-1 metallo-beta-lactamase inhibitors, primary screen, biochemical, epi-absorbance readout, Pseudomonas aeruginosa enzyme. AID 1556, 2009. 290,000 tested, 0.45% active. purified IMP-1, nitrocefin hydrolysis, epi-absorbance fluorescence. inhibition, % at 5.6 µM;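 active means inhibition above the mean plus 3 SD of all compounds in the same screening run, cut at about 4.5% in these data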;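 further: 0% = IMP-1 with DMSO and 100% = DMSO wells lacking enzyme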
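system = purified recombinant IMP-1 beta-lactamase | amount = 0.2 nM IMP-1, as dispensed | medium = HEPES buffer pH 7.1 with ZnSO4 and Brij 35 | times = 25 °C, 15 min preincubation, 25 min reaction | detection = plate fluorescence quenching by hydrolysis product, ex 480/em 530 nm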
NS3 helicase inh = inhibitors of HCV NS3 helicase, primary screen, biochemical, Cy5 molecular beacon fluorescence; Hepatitis C virus NS3 helicase; NS3 helicase DNA unwinding; inhibition, % at 10.9 µM; 290,000 tested, 0.56% active;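 active means inhibition above the mean of all tested compounds plus 3 SD, set per campaign, cut at about 35% in these data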;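 further: 0% = DMSO wells and 100% = thioflavine S control wells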
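System: Hepatitis C virus NS3 helicase domain fragment enzyme | Reagent: Annealed dual-labelled DNA beacon duplex, ATP-started | Compound dosing: 10.9 µM single point, 0.8% DMSO | Incubation: 1 h reaction at 25 °C, ATP-initiated | Technique: Cy5 fluorescence | Evaluation: Percent inhibition from t60/t0 fluorescence ratio | Benchmarks: Low DMSO, high thioflavine S at 110 µM | Replication: Singlicate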
GalR3 antagonist = GalR3 antagonists in HEK293 cells, primary screen, cell-based, fluorescence readout; 360,000 tested, 0.44% active; HEK293 GalR3-CNG cAMP membrane potential fluorescence; galR3 body fused to GalR1 C-terminus; inhibition, % at 3 µM;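 active means inhibition above the screen-wide average plus 3 SD, cut at about 13% in these data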;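 further: forskolin and galanin both at EC90 stimulate the cells; cAMP rise reported by CNG channel membrane potential dye signal; 0% = forskolin plus galanin with DMSO and 100% = forskolin alone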
GPR7 antagonist = GPR7 receptor antagonists, primary screen, cell-based, fluorescence, single concentration; Neuropeptides B/W receptor type 1 (Homo sapiens), P48145; GPR7-expressing cells, fluorescence antagonist assay; inhibition, % at 4.4 µM; 290,000 tested, 1.1% active; in the data active means inhibition above about 16%, passing the limit was not always enough;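 further: cells stimulated with the agonist NPW; 0% = agonist with vehicle and 100% = vehicle without agonist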
Target sequence (P48145 whole entry, looked up): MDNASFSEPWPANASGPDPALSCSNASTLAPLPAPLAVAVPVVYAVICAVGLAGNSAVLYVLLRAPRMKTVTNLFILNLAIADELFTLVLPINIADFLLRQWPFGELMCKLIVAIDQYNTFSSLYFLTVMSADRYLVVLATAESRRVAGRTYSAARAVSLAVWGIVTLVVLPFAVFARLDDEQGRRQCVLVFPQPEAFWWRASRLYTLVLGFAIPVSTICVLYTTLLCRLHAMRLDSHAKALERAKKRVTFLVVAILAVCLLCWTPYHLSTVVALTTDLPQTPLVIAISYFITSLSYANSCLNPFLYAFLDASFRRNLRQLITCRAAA
OXTR agonist = human OXTR agonists, primary screen, fluorescence, CHO-OTR cells, Fluo-8 calcium; 320,000 tested, 0.32% active; activation, % at 3 µM; Fluo-8 calcium fluorescence; normalized: DMSO 0%, oxytocin 100%;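 active means activation above the mean of all tested compounds plus 3 SD, cutoff set per screening run, cut at about 20% in these data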;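 further: peak over basal fluorescence ratio from a 100 s FLIPR kinetic read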
Target sequence (P30559 whole entry, looked up): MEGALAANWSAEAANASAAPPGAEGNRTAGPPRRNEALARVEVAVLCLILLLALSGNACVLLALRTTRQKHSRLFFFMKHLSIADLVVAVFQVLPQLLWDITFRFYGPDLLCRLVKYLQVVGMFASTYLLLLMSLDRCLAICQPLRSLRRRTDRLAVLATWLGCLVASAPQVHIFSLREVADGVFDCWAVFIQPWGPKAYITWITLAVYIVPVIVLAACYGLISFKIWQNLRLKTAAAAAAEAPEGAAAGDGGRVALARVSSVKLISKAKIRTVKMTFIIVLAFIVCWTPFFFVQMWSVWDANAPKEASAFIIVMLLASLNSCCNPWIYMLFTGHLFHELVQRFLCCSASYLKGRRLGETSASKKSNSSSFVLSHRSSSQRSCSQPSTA
V1R ag counter = agonists of human V1a receptor, primary screen, counter-screen for OXTR agonist project, fluorescence, CHO-V1R cells; Fluo-8 calcium fluorescence, agonist mode; 0% DMSO, 100% 3 nM vasopressin; Vasopressin V1a receptor (Homo sapiens), P37288; activation, % at 3 µM; 320,000 tested, 0.25% active; AID 2797, 2010;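 active means activation above the mean activation of all tested compounds plus 3 SD, per screening run, cut at about 20% in these data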;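 further: signal is peak over basal fluorescence ratio across a 100 second FLIPR read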
PHOSPHO1 block = PubChem AID 1565; Phosphoethanolamine/phosphocholine phosphatase (Homo sapiens), Q8TCT1; 290,000 tested, 1.1% active; inhibition, % at 13.3 µM; recombinant PHOSPHO1, absorbance phosphatase assay; in the data active means inhibition above about 60%
Target sequence (Q8TCT1 whole entry, looked up): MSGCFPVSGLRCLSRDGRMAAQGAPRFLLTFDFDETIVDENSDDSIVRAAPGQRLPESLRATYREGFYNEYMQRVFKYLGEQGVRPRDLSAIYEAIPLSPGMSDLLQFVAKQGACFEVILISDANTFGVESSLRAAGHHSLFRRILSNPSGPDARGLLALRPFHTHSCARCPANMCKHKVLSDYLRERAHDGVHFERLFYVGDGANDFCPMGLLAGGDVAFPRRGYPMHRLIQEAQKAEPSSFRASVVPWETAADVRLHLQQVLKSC
DNA FID counter = compounds displacing fluorescent DNA intercalator, primary screen, artefact control for HCV NS3 helicase inhibitor project, biochemical, FID fluorescence | DNA fluorescent intercalator displacement | inhibition, % at 7.9 µM | 290,000 tested, 0.17% active | AID 1845, 2009; in the data active means inhibition above about 37%;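 further: 0% = vehicle and 100% = reference compound; higher means more ethidium bromide displaced from hairpin DNA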
* hit, by the source's call.

CCSc1nc2c(c(=O)[nH]1)C(c1cccnc1)C(C(=O)OC(C)C)=C(C)N2 (stereo not given) was read as VIM-2 inhibitor -2.1, IMP-1 inh -2.7, NS3 helicase inh 4, GalR3 antagonist -5, GPR7 antagonist 3, OXTR agonist -1.2, V1R ag counter 1.2, PHOSPHO1 block 0 and DNA FID counter -14.
Screening CCn1c(C(C)NC(=O)c2ccc(OC)c(OC)c2)nc2ccccc21 (stereo not given) returned VIM-2 inhibitor 4.5, IMP-1 inh -1.6, NS3 helicase inh -7, GalR3 antagonist -5, GPR7 antagonist 7, OXTR agonist -0.9, V1R ag counter 0.1, PHOSPHO1 block 13 and DNA FID counter -21.
Screening Cc1cccc(C)c1Nc1c(-c2ccc(N3CCOCC3)cc2)nc2ncccn12 returned VIM-2 inhibitor -2.5, IMP-1 inh 0.1, NS3 helicase inh -10, GalR3 antagonist -1, GPR7 antagonist -3, OXTR agonist 4.6, V1R ag counter 2.0, PHOSPHO1 block 1 and DNA FID counter -10.
For CN(CCc1cnn(C)c1)Cc1cn[nH]c1-c1ccc(-c2ccccc2)cc1 the results were VIM-2 inhibitor 0.7, IMP-1 inh -2.7, NS3 helicase inh -12, GPR7 antagonist 3, OXTR agonist 1.6, V1R ag counter 1.6, PHOSPHO1 block -8 and DNA FID counter 13.
Screening Cc1cc2cc(CCNC(=O)CC(C)C)c(=O)[nH]c2cc1C returned VIM-2 inhibitor 0.0, IMP-1 inh -0.5, NS3 helicase inh -3, GPR7 antagonist -4, PHOSPHO1 block 38 and DNA FID counter -1.
Screening Cc1coc2c1c(C)cc1oc(=O)c(CC(=O)NCCCCCC(=O)O)c(C)c12 returned VIM-2 inhibitor -0.1, IMP-1 inh -1.7, NS3 helicase inh 4, GalR3 antagonist -10, GPR7 antagonist -8, OXTR agonist 1.1, V1R ag counter 0.3, PHOSPHO1 block 27 and DNA FID counter -35.
`CCOC(=O)c1cnn(-c2nc(C)cc(C)n2)c1N` gave VIM-2 inhibitor -0.9, IMP-1 inh -3.6, NS3 helicase inh 15, GalR3 antagonist 6, GPR7 antagonist -6, OXTR agonist 1.8, V1R ag counter -0.5, PHOSPHO1 block 10 and DNA FID counter -8.
For Cc1ccc(N(CC(=O)NCc2cccnc2)S(C)(=O)=O)cc1C the results were VIM-2 inhibitor -3.6, IMP-1 inh -3.8, NS3 helicase inh 11, GalR3 antagonist 0, GPR7 antagonist 0, OXTR agonist 0.9, V1R ag counter 0.3, PHOSPHO1 block -3 and DNA FID counter -9.
O=C1C=C(c2ccc(Cl)cc2)OC2(CCCC2)O1 was read as VIM-2 inhibitor 1.2, IMP-1 inh 1.7, NS3 helicase inh -3, GalR3 antagonist 1, GPR7 antagonist 20, OXTR agonist -1.8, V1R ag counter -1.5, PHOSPHO1 block 38 and DNA FID counter 3.
CN(C)CCCN1C(=O)c2cccc3cccc(c23)C1=O was read as VIM-2 inhibitor 7.8*, IMP-1 inh -4.1, NS3 helicase inh 9, GalR3 antagonist -12, GPR7 antagonist -16, OXTR agonist 0.6, V1R ag counter -0.1, PHOSPHO1 block 35 and DNA FID counter 18.
`Cc1cccc(NC(=O)c2cc(Cl)nc3ccccc23)n1` gave VIM-2 inhibitor -2.9, IMP-1 inh -3.4, NS3 helicase inh 1, GalR3 antagonist -2, GPR7 antagonist -6, OXTR agonist -3.6, V1R ag counter -0.5, PHOSPHO1 block 32 and DNA FID counter -8.
For COC(=O)CCn1nnc(-c2cccs2)n1 the results were VIM-2 inhibitor -3.7, IMP-1 inh -2.6, NS3 helicase inh 6, GalR3 antagonist -4, GPR7 antagonist -5, OXTR agonist 0.6, V1R ag counter -0.2, PHOSPHO1 block 18 and DNA FID counter 1.

Reprinted from the part before: two entries, then new ones.
`Cc1cccc(NC(=O)c2cc(Cl)nc3ccccc23)n1` gave VIM-2 inhibitor -2.9, IMP-1 inh -3.4, NS3 helicase inh 1, GalR3 antagonist -2, GPR7 antagonist -6, OXTR agonist -3.6, V1R ag counter -0.5, PHOSPHO1 block 32 and DNA FID counter -8.
For COC(=O)CCn1nnc(-c2cccs2)n1 the results were VIM-2 inhibitor -3.7, IMP-1 inh -2.6, NS3 helicase inh 6, GalR3 antagonist -4, GPR7 antagonist -5, OXTR agonist 0.6, V1R ag counter -0.2, PHOSPHO1 block 18 and DNA FID counter 1.
`CCCCC1(C)NC(=O)N(CC(=O)Nc2ccc(S(=O)(=O)N3CCOCC3)cc2)C1=O` (stereo not given) gave VIM-2 inhibitor -4.0, IMP-1 inh -3.0, NS3 helicase inh 1, GalR3 antagonist 0, GPR7 antagonist -2, OXTR agonist 0.1, V1R ag counter 0.8, PHOSPHO1 block 33 and DNA FID counter -7.
`O=C(Nc1ccccc1)c1cccc(S(=O)(=O)NCc2ccco2)c1` gave VIM-2 inhibitor -1.3, IMP-1 inh -3.2, NS3 helicase inh 6, GalR3 antagonist 0, GPR7 antagonist -8, OXTR agonist 0.6, V1R ag counter 1.3, PHOSPHO1 block 41 and DNA FID counter -7.
COc1ccc(C)cc1Nc1n[n+](-c2ccccc2)c(-c2ccc(OC)c(OC)c2OC)s1 was read as VIM-2 inhibitor -0.6, IMP-1 inh -2.1, NS3 helicase inh -76, GalR3 antagonist -3, GPR7 antagonist 22, OXTR agonist 0.0, V1R ag counter 0.8, PHOSPHO1 block -13 and DNA FID counter -16.
For Nn1c(SCC(=O)N2CCN(S(=O)(=O)c3ccccc3)CC2)nnc1-c1cccs1 the results were VIM-2 inhibitor -3.5, IMP-1 inh -2.0, NS3 helicase inh -10, GalR3 antagonist -6, GPR7 antagonist 7, OXTR agonist -1.0, V1R ag counter 2.6, PHOSPHO1 block 47 and DNA FID counter -10.
Cn1c(COc2ccccc2Br)nc2ccccc21 was read as VIM-2 inhibitor -1.6, IMP-1 inh -2.8, NS3 helicase inh 5, GalR3 antagonist -7, GPR7 antagonist 1, OXTR agonist -1.8, V1R ag counter -0.5, PHOSPHO1 block 10 and DNA FID counter -19.
COc1ccc(C2SCC(=O)N2c2c(C)n(C)n(-c3ccccc3)c2=O)cc1 (stereo not given) was read as VIM-2 inhibitor 0.1, IMP-1 inh 0.1, NS3 helicase inh 11, GalR3 antagonist -1, GPR7 antagonist -2, OXTR agonist 0.5, V1R ag counter 0.3, PHOSPHO1 block 9 and DNA FID counter -17.
O=C(Nc1cccc2ncccc12)c1ccc([N+](=O)[O-])o1 was read as VIM-2 inhibitor -4.1, IMP-1 inh -3.8, NS3 helicase inh 3, GalR3 antagonist -9, GPR7 antagonist 0, OXTR agonist 1.2, V1R ag counter 0.1, PHOSPHO1 block 31 and DNA FID counter 0.
`COc1cc(/C=C/C(=O)O)cc(S(=O)(=O)Nc2cc(Cl)c(Cl)cc2Cl)c1OC` gave VIM-2 inhibitor -1.2, IMP-1 inh -0.7, NS3 helicase inh 15, GalR3 antagonist -5, GPR7 antagonist -1, OXTR agonist 0.1, V1R ag counter 0.1, PHOSPHO1 block -23 and DNA FID counter -26.
`Cc1nn(Cc2cccc(F)c2)c(C)c1NC(=O)c1c(Cl)cnn1C` gave VIM-2 inhibitor -1.1, IMP-1 inh -1.3, NS3 helicase inh -1, GalR3 antagonist 0, GPR7 antagonist 1, OXTR agonist 0.4, V1R ag counter -0.2, PHOSPHO1 block -3 and DNA FID counter -8.
`CCCCN1CNC(=S)N(c2cc(C)ccc2C)C1` gave VIM-2 inhibitor -1.4, IMP-1 inh -1.8, NS3 helicase inh 6, GalR3 antagonist 0, GPR7 antagonist -1, OXTR agonist 0.3, V1R ag counter 0.0, PHOSPHO1 block 61* and DNA FID counter -2.
For CCc1ccccc1Nc1nc(N)nc(COC(=O)c2cccn2C)n1 the results were VIM-2 inhibitor -1.9, IMP-1 inh -5.5, NS3 helicase inh -12, GalR3 antagonist -5, GPR7 antagonist -12, OXTR agonist 0.3, V1R ag counter 0.7, PHOSPHO1 block 22 and DNA FID counter -21.
COc1ccc(C(CNC(=O)COc2ccc(Cl)cc2C)N2CCCCC2)cc1 (stereo not given) was read as VIM-2 inhibitor -1.9, IMP-1 inh -3.0, NS3 helicase inh -7, GalR3 antagonist -7, GPR7 antagonist 0, OXTR agonist -1.1, V1R ag counter 0.1, PHOSPHO1 block 40 and DNA FID counter 3.
Screening CCOC(=O)c1cc(-c2ccc(OC)cc2)n(CCC(=O)NCCN2CCC(C)CC2)c1C returned VIM-2 inhibitor 0.7, IMP-1 inh -4.4, NS3 helicase inh -35, GalR3 antagonist -8, GPR7 antagonist 6, OXTR agonist 8.7, V1R ag counter 4.2, PHOSPHO1 block -15 and DNA FID counter 21.
COCc1ccc(CN2CCCC(CO)(Cc3cccc(OC)c3)C2)o1 (stereo not given) was read as VIM-2 inhibitor -4.5, IMP-1 inh -3.4, NS3 helicase inh -4, GalR3 antagonist -4, GPR7 antagonist -15, OXTR agonist 0.1, V1R ag counter -0.8, PHOSPHO1 block 16 and DNA FID counter -1.
Screening O=C(c1cnn2c(C(F)F)cc(-c3ccccc3)nc12)N1CCCc2ccccc21 returned VIM-2 inhibitor 0.6, IMP-1 inh -3.1, NS3 helicase inh 1, GPR7 antagonist -9, OXTR agonist -0.3, V1R ag counter -0.3, PHOSPHO1 block 7 and DNA FID counter 0.
For CCOC(=O)C1(Cc2cccc(Cl)c2)CCCN(C(=O)c2ccc(C)nc2)C1 (stereo not given) the results were VIM-2 inhibitor 0.6, IMP-1 inh 0.2, NS3 helicase inh -1, GalR3 antagonist -5, GPR7 antagonist -8, OXTR agonist -1.8, V1R ag counter 1.0, PHOSPHO1 block 63* and DNA FID counter -34.
Screening Cc1cccc(C(=O)NNC(=O)CCC(=O)Nc2cccc(Cl)c2C)c1 returned VIM-2 inhibitor -2.7, IMP-1 inh -0.3, NS3 helicase inh 4, GalR3 antagonist 0, GPR7 antagonist -6, OXTR agonist -1.6, V1R ag counter -1.1, PHOSPHO1 block -9 and DNA FID counter -6.
For C#CCOCCOCCOCCNc1nc(N2CCN(C(=O)[C@H](CCC(=O)O)n3cc(C(N)[C@H](C)CC)nn3)CC2)nc(N2CCN(C(=O)[C@H](Cc3ccc(O)cc3)n3cc(C(N)[C@H](C)CC)nn3)CC2)n1 (stereo not given in full) the results were VIM-2 inhibitor -0.7, IMP-1 inh -1.7, NS3 helicase inh -9, GPR7 antagonist -12, OXTR agonist 0.3, V1R ag counter -0.1, PHOSPHO1 block 18 and DNA FID counter 12.
For Clc1ccc(NCn2cncn2)nc1 the results were VIM-2 inhibitor 1.6, IMP-1 inh 0.5, NS3 helicase inh 6, GalR3 antagonist 2, GPR7 antagonist -3, OXTR agonist 1.1, V1R ag counter 4.9, PHOSPHO1 block -11 and DNA FID counter 1.
